All columns: NCI-60 one-dose screen, growth in % after 48 h at 10 µM unless noted; 100 = growth as untreated, 0 = no growth, -100 = all killed.
HL-60(TB) = HL-60(TB) leukemia cells; actives 9% (n = 78,000); AID 1794776; active means growth percent below 10
The depositor's hits bear a star; & = joins results of further samples; [ ] = remark or other dose. Not all compounds are listed; count on the stated rates, not on these rows.

SMILES | HL-60(TB)
COc1ccc(-c2cn(-c3ccc(Cl)cc3)c(SCC(=O)c3ccc(Cl)cc3)n2)cc1 | 86
COc1ccc(Cl)cc1Nc1nc(C(F)(F)F)ccc1C(=O)N/N=C/c1cc(OC)c(OC)c(OC)c1 | -32*
NC(=O)CN1CCN(c2ccccc2Cl)CC1 | 92
O=C(N/C(=C1/OCCN1Cc1ccccc1)[P+](c1ccccc1)(c1ccccc1)c1ccccc1)c1ccccc1 | -13*
CCc1c(Nc2ccccc2Cl)nc(N)[nH]c1=O | 83
Cc1cc([N+](=O)[O-])c(O)c([N+](=O)[O-])c1C | 113
CC(=O)OC1Oc2ccccc2-c2oc3nc(=N)n(C)c-3cc21 (configuration not stated) | 94
CCCCN=CC(Cl)(Cl)C(=O)OCC | 106
COc1ccc(/C=N/NC(=O)c2[nH]c3ccc(Br)cc3c2-c2ccccc2)s1 | -44*
COc1ccc(-c2cc(CCCCO)on2)cc1[N+](=O)[O-] | 101
CCCC(C)C(C(=O)OCC)C(=O)OCC (configuration not stated) | 141
O=c1c2ccccc2ncn1CCc1ccncc1 | 118
C/C(=N/NC(N)=S)c1ccncc1 | 91
CN1CCN(C(=O)C(C)(C)c2ccc(C(=O)Nc3cn4cc(-c5ccncc5)ccc4n3)cc2)CC1 | 7.5*
COC(=O)c1ccc(-c2c(-c3ccccc3)c(F)c3oc(C(=O)OC)c(N)c3c2-c2ccccc2)cc1 | 105
NNC(=O)CSc1nc2ccccc2c(=O)n1Cc1ccc(S(N)(=O)=O)cc1 | 102
O=C(Nc1cccc2ncccc12)c1sc2ccccc2c1Cl | 100
OCC(O)C(O)C(O)C(O)C(SCc1ccccc1)SCc1ccccc1 (configuration not stated) | 92&92
C=CCn1cc(/C=N\N=C2\C(=O)Nc3c(F)cccc32)c2ccccc21 | 101
O=C1/C(=C/C=C/c2ccco2)SC(=S)N1CC(=S)C1CCS(=O)(=O)C1 (configuration not stated) | 97
CN(C)CCOC(=O)Nc1cc(Cl)cc(Cl)c1 | 96
C=C(CBr)[C@@H]1CC[C@]2(COC(C)=O)CC[C@]3(C)[C@H](CC[C@@H]4[C@@]5(C)CC[C@H](OC(C)=O)C(C)(C)[C@@H]5CC[C@]43C)[C@@H]12 | 90
CC(=O)N1C=Cc2ccccc2C1C#N (configuration not stated) | 94
O=C1NC(=O)C(=Cc2cn(CCCn3cc(C=C4C(=O)NC(=O)NC4=O)c4ccccc43)c3ccccc23)C(=O)N1 | 91
O=C1NCc2c1c1ccccc1[nH]c2=O | 95

Two of the compounds above, as labelled records.
smiles: O=C1/C(=C/C=C/c2ccco2)SC(=S)N1CC(=S)C1CCS(=O)(=O)C1 (configuration not stated)
  HL-60(TB) = 97

smiles: CN(C)CCOC(=O)Nc1cc(Cl)cc(Cl)c1
  HL-60(TB) = 96

The listing picks up, repeating the seven entries before the break.
SMILES | HL-60(TB)
C=CCn1cc(/C=N\N=C2\C(=O)Nc3c(F)cccc32)c2ccccc21 | 101
O=C1/C(=C/C=C/c2ccco2)SC(=S)N1CC(=S)C1CCS(=O)(=O)C1 (configuration not stated) | 97
CN(C)CCOC(=O)Nc1cc(Cl)cc(Cl)c1 | 96
C=C(CBr)[C@@H]1CC[C@]2(COC(C)=O)CC[C@]3(C)[C@H](CC[C@@H]4[C@@]5(C)CC[C@H](OC(C)=O)C(C)(C)[C@@H]5CC[C@]43C)[C@@H]12 | 90
CC(=O)N1C=Cc2ccccc2C1C#N (configuration not stated) | 94
O=C1NC(=O)C(=Cc2cn(CCCn3cc(C=C4C(=O)NC(=O)NC4=O)c4ccccc43)c3ccccc23)C(=O)N1 | 91
O=C1NCc2c1c1ccccc1[nH]c2=O | 95
O=C(/C(=N/O)S(=O)(=O)c1ccccc1)c1cccs1 | 91
CCCCCCCCCCCCCCCCCCNC(=S)/N=C\C(C(=O)Nc1ccccc1C)=C(/C)O | 88
Cn1cc[nH]c1=S | 113
CC(=O)Oc1ccc2ccc3ccc(C(C)=O)cc3c2c1 | 66
CC(C)CC(=O)C(C)C(C)C (configuration not stated) | 98
CC(S)C(=O)NCC(=O)O (configuration not stated) | 103
COc1ccc(Cn2cc(C(=O)N=Nc3c(O)[nH]c4ccccc34)nn2)cc1 | 93
COC(=O)[C@@H]1Cc2c([nH]c3ccccc23)C(c2cccc(O)c2)N1 (some centres not stated) | 95
O=C1CCC(=O)N1N1C(=O)CCC1=O | 94&95
C[C@]12CC[C@H](O)C[C@@H]1CC[C@@H]1[C@@H]2CC[C@]2(C)OC(=O)CC[C@@H]12 | 94
COc1ccc(-c2nn(-c3cccc(Cl)c3)cc2-c2c(C#N)c(=O)n3[nH]c(-c4ccc(C)cc4)nc3c2C#N)cc1 | 62
CNCCCOc1c(Br)cc(CCNC(=O)/C(Cc2cc(Br)c(OC)c(Br)c2)=N/O)cc1Br | -57*
N#Cc1oc(-c2ccccc2)nc1CN1CCC(C2(C(F)(F)F)N=N2)CC1 | 114
N#C/C(=C\c1ccc([N+](=O)[O-])cc1)C(=O)c1ccccc1 | 106
O=C1CCc2ccccc21 | 123
Cc1ccc(CC#N)c(-c2c(CC#N)ccc(C)c2C)c1C | 96&82
COc1cccc(C2=NN(c3ccc(-c4ccccc4)nn3)C(c3ccc(F)cc3)C2)c1 (configuration not stated) | 99
C=CCn1c(SCC(=O)c2ccc(OC)cc2)nnc1-c1c[nH]c2ccccc12 | 91
C=CCNC(=S)NN | 119
O=C1NC(=Nc2cccc(C(F)(F)F)c2)S/C1=C\c1cccs1 | 96
COc1ccc(Nc2nc3ccccc3nc2/C=C/c2ccccc2)cc1 | 96
COC(=O)c1cc(C(=O)OC)cc([N+](=O)[O-])c1 | 86
NC(=O)c1c(Br)cc(Br)c(NC(=O)CCl)c1Br | 98
Cc1ccc2c(c1)C[C@@]1(C)c3ccccc3N(C)[C@H]1N2 | 99
COc1cc2c3c(c4c5ccccc5[nH]c4c2c(OC)c1OC)C(=O)N(CCN1CCOCC1)C3=O | 69

Additional entries.
SMILES | HL-60(TB)
COc1cc(-c2nc(N3CCN(c4ccccc4)CC3)c3ccccc3n2)cc(OC)c1OC | 69
COc1ccccc1CNc1c2ccccc2nc2ccccc12 | 45
C(=C\c1cc(/C=C/c2ccccc2)c2ccccc2n1)/c1ccccc1 | 2.5*
COc1ccc2c(c1)C=C1CCCC3=Cc4cc(OC)ccc4OC13O2 | 100
Cc1cc(Br)nc2ccccc12 | 105
COc1cc(N)c2ncsc2c1 | 69
COc1ccc(-c2cnc3sc4c(-c5ccc(C)cc5)n[nH]c(=O)c4n23)cc1 | 99
O=C(/C=C/c1cn(-c2ccccc2)nc1-c1ccc(OCc2ccccc2)cc1)c1ccccc1 | 75
O=c1oc2ccccc2c(O)c1Sc1c(O)c2ccccc2oc1=O | 89
COc1ccc(/C=C(\c2cc(OC)c(OC)c(OC)c2)c2nnc(-c3ccc(Cl)cc3Cl)o2)cc1 | 72
Cc1ccc(-c2cc3nc(C(Cl)Cl)nc(-c4cccnc4)n3n2)cc1 | 11
CCC(=O)NO[C@@]1(C)/C=C/[C@H](C(C)C)CC/C(C)=C/CC/C(C)=C/[C@H](O)C1 | 76
Cc1ccc(-c2nnc(SCc3cc(=O)oc4ccc(C)cc34)n2-c2ccccc2)cc1 | 99
CCc1onc(-c2ccc(OC)cc2)c1-c1ccccc1O | 80
CCOC(=O)C1=C(C(=O)OCC)N(c2ccc(F)c(Cl)c2)C(N)=C(C#N)C1c1cc(=O)[nH]c2ccccc12 (configuration not stated) | 109
C=C(C)[C@@H]1CC[C@]2(C(=O)O)CC[C@]3(C)[C@H](CC[C@@H]4[C@@]5(C)C[C@@H](Cc6cn(CCO[C@@H]7O[C@H](COC(C)=O)[C@@H](O[C@@H]8O[C@H](COC(C)=O)[C@H](OC(C)=O)[C@H](OC(C)=O)[C@H]8OC(C)=O)[C@H](OC(C)=O)[C@H]7OC(C)=O)nn6)[C@H](O)C(C)(C)[C@@H]5CC[C@]43C)[C@@H]12 | 63
O=C(CNc1nc(-c2ccccc2)cs1)Nc1ccc(Br)cc1 | -40*
O=C(CNc1nc(-c2ccccc2)cs1)Nc1ccc(Cl)cc1 | -47*
COC1OC2COC(c3ccccc3)OC2C(OC(C)=O)C1OC(C)=O (configuration not stated) | 111
COc1cccc(Cn2cc(C(=O)Nc3cccnc3Nc3cc(OC)cc(OC)c3)nn2)c1 | 100
CSc1ccc(Br)cc1 | 72
C=C(C)[C@H]1CN[C@H](C(=O)O)[C@H]1CC(=O)O | 157
CC(=O)N1c2cc3ccccc3cc2N(C(C)=O)c2cc3ccccc3cc21 | 123
O=C(N/N=C/c1ccc(Cl)cc1)c1ccccc1Nc1cccc(C(F)(F)F)c1 | 85
CC1CCc2c(sc3nc(Nc4ccccc4)sc(=O)c23)C1 (configuration not stated) | 101

Further entries.
SMILES | HL-60(TB)
CC(C)/C=N/NC(N)=S | 104
CCOC(=O)c1c2c(c(C)n1C)-c1nn(C)cc1CC2 | 93
COc1cccc(C(=O)CSc2nc(-c3ccc(OCc4ccccc4)c(OC)c3)c(C#N)c(=O)[nH]2)c1 | 97
CC(C)C[C@H](NC(=O)Cn1ccccc1=O)B(O)O | 79
COc1ccc(CCN2C(CC(=O)c3ccccc3)CCCC2CC(=O)c2ccccc2)cc1 (configuration not stated) | 81
COc1cc(CNC(=O)/C=C/c2ccc3c(c2)OCO3)ccc1O | 94
CCOC(=O)c1c(C)oc2ncnc(N3CCN(C(=O)Nc4ccccc4)CC3)c12 | 89
COc1cc2c(O[C@@H]3OC[C@H](O)[C@H](O)[C@H]3O)c3c(c(-c4ccc5c(c4)OCO5)c2cc1OC)C(=O)OC3 | 33
CCC(C)N(CCNc1cc(OC)cc2cccnc12)CCC(C)C (configuration not stated) | 81
O=c1c2c3c(sc2n2c(CCl)nnc2n1Cc1ccccc1)CCCC3 | -60*
N#Cc1ccc(-c2ccc3[nH]c(=O)nc(-c4ccccc4)c3c2)cc1 | 91
COc1ccc(Cl)cc1NC(=O)C(Br)C(Br)C(=O)O (configuration not stated) | 1.3*
Cc1nc2scc(-c3ccc(Cl)cc3)n2c(=O)c1CCCl | 106
CC1CCc2c(sc3nc(SCC(=O)N/N=C/c4ccc(Br)cc4)n(-c4ccccc4)c(=O)c23)C1 (configuration not stated) | 98
CCN(CC)CCOC(=O)CCC(C)=O | 96
O=C(CSc1nc2ccccc2c(=O)[nH]1)NNC(=O)c1ccc(Cl)cc1 | 94
OC(c1cc(-c2ccc(C(F)(F)F)cc2)nc(-c2ccc(C(F)(F)F)cc2)c1)C1CCCCN1 (configuration not stated) | -62*
Cc1cc(C)c(S(=O)(=O)O)c(C)c1Nc1ccc(Nc2c(C)cc(C)c(S(=O)(=O)O)c2C)c2c1C(=O)c1ccccc1C2=O | 106
c1ccc2c(c1)sc1c(-c3ccc(C4CC4)o3)cccc12 | 103
N#CCc1nn(-c2ccccc2)c(N)c1C#N | 91
Cc1ccc(NC(=O)c2[nH]c(SCCN(C)C)nc2-c2ccc(F)cc2)cc1Nc1ccc2ncn(C)c(=O)c2c1 | 19
Nc1ccccc1-c1nn2c(CCC(=O)c3nc4ccccc4[nH]3)nnc2s1 | 103
COc1ccc(N2CC(c3nc4ccccc4s3)CC2=O)cc1 (configuration not stated) | 99
CCN(CC)CCOc1ccc(/C(=C(\Cl)c2ccccc2)c2ccccc2)cc1 | 76
C#CCOc1ccccc1C(Nc1ccc(C)cc1C)c1nnnn1C1CCCCC1 (configuration not stated) | 72

More structures follow:
SMILES | HL-60(TB)
C[C@@H](Nc1c(C#N)cnc2ccc(-c3cnc(Cl)c(NS(C)(=O)=O)c3)cc12)c1ccccc1 | -28*
CCN(CC)C(=O)c1ccccc1 | 112
CCNC(=O)N1CCc2cc(OC)c(OCCc3ccc(OC)cc3)cc2C1c1ccc(OC)cc1C (configuration not stated) | 24
Cc1ccc(OC(=O)c2ccccc2Cl)cc1 | 103
O=CNc1ccc(C(=O)O)c(O)c1 | 107
Cc1nc2c(cnn2-c2ccccc2)c(=O)n1-c1ccc(NCC(=O)c2ccc(Cl)cc2)cc1 | 66
O=C(Oc1ccccc1)c1ccccc1O | 112
CCc1ccc(N(C(=O)C2CC2c2ccc(F)c(F)c2)C(C(=O)NC(C)(C)C)c2cc3cc(Br)ccc3nc2Cl)cc1 (configuration not stated) | 102
COc1ccc(N=Nc2c(N)nn3c(N)c(C#N)c(-c4ccc(F)cc4)nc23)cc1 | 74
O=C(O)CCCc1ccc(C2CCCC2)c2ccccc12 | 113
COC(=O)c1c(C(=O)OC)c2ccc3c4cccnc4ccc3n2c1C(=O)c1ccc(OC)cc1 | 99
Cc1c(C(=O)C(SC(=S)N2CCCCC2)SC(=S)N2CCCCC2)nnn1-c1ccc(Cl)cc1 | 99
COc1ccccc1N1CCN(C2=C(Cl)C(=O)c3ncccc3C2=O)CC1 | 13
CCCCCCC1CCC(=O)O1 (configuration not stated) | 101
C#CCC1(c2ccc(F)c(F)c2)NS(=O)(=O)c2ccccc21 (configuration not stated) | 89
COc1ccc2oc(-c3ccc(Cl)cc3)c(N3CCN(C)CC3)c2c1 | 28
CCCCCCCCCCCCCCN(C)C | 97
CNC(=O)c1cc(-c2ccc(NC(=O)Nc3ccc(F)c(C(F)(F)F)c3)cc2)nc2cccnc12 | 137[6.25 µM]
CC(C)c1ccc(O)c(Cc2cc(C(C)C)ccc2O)c1 | 93
COc1ccc(CCN2C(=O)CSC2=S)cc1 | 55
C(=C\c1ccncc1)/c1ccccc1 | 84
CCCCN(CCCC)c1ccc(C(=N)c2ccc(N(C)C)cc2)cc1 | -55*
CNC(=O)Nc1sc2cc(OC(C)=O)ccc2c1C(N)=O | 90
Cc1ccc(Nc2nc(N)nc(Nc3ccc4ccccc4c3)n2)cc1 | 22
Cc1cc(=O)n(C(=O)Nc2ccc(Cl)cc2)c2cc(O)ccc12 | 109
COc1cc(Nc2nc(O)c(/C=C3\C=Nc4ccccc43)s2)cc(OC)c1OC | -16*
